# Phagocytosis inh – inhibitors of macrophage phagocytosis; J774A.1 macrophage IgG-bead phagocytosis, imaging; AID 1029; 110,000 tested, 0.07% active; inhibition, % at 5 µM;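 active = inhibition above the mean of the plate negative controls plus 5 SD, cut at about 13% in these data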;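 also: phagocytic index as fraction of beads internalized from green versus red external bead signal; plate controls were DMSO negative control for no effect and cytochalasin-D positive control for full effect; some results beyond the cut were filed as inactive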
# NPY-Y2 antag – NPY-Y2 (human) receptor antagonism. P49146. NPY-Y2 expressing cells, antagonist mode. inhibition, % at 2.7 µM. 140,000 tested, 0.99% active; in the data active = inhibition above about 17%;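 also: 0% = vehicle with agonist challenge and 100% = reference antagonist with challenge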
# Target sequence (P49146 whole entry, looked up): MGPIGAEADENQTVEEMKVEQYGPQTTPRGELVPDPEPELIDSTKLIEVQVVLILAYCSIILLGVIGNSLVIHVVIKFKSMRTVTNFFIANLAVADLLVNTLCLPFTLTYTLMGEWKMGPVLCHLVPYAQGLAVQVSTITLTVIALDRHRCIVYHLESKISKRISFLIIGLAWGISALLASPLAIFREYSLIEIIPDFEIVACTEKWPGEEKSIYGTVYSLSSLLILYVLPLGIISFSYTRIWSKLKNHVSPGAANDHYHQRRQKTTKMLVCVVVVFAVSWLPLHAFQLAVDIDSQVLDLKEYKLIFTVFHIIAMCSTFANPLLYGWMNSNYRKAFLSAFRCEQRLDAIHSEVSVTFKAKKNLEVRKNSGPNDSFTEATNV
# Yeast growth inh – yeast BB579 growth reduction in restrictive medium; 140,000 tested, 0.51% active; inhibition, % at 10 µM; S. cerevisiae BB579 growth, OD615, 48 h;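 active = inhibition above a set limit, 3 SD over the mean compound inhibition, cut at about 44% in these data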; also: inactives centre near -24
#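 System: Saccharomyces cerevisiae DeaD strain BB579, replicative lifespan model yeast. Buffer or medium: restrictive glucose-based CSMM-D medium. Doses: one dose, 10 µM compound with 0.25% DMSO. Timing: 4 h preincubation and 48 h exposure at 30 °C. Detection: turbidity as optical density at 615 nm. Benchmarks: amphotericin B 10 µg/mL, positive.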
# E-sel TNF inh – blocks E-selectin expression induced by TNF alpha; HUVEC TNFa-induced E-selectin immunofluorescence, high content; 120,000 tested, 0.71% active; inhibition, % at 2 µM;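 active = inhibition above the batch mean plus 3 SD, and confirmed as a hit on visual image review, cut at about 43% in these data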;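 also: 0% = TNF-stimulated DMSO wells and 100% = unstimulated control wells; not every result past the cut was called active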
# MRP-1 activ – activators of MRP-1. H69AR cells + doxorubicin, viability rescue, CellTiter-Glo. viability increase, % at 10 µM. 140,000 tested, 0.61% active. AID 799;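 active = viability gain under doxorubicin at or above a set limit, the compound median plus 3 SD, cut at about 4.7% in these data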;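 also: MRP-1 overexpressing cells given doxorubicin 25 µM after compound pretreatment; 18-22 h compound pretreatment then 72 h with doxorubicin before readout; 0% = doxorubicin-only wells and 100% = vehicle-treated cells without doxorubicin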
# HCT116 PTEN-null – PTEN-deleted cell growth suppression; 140,000 tested, 1.2% active; HCT116 PTEN-null viability, CellTiter-Glo, 60 h; active compounds read low; viability, % at 10 µM;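 active = viability at or below a set limit, 4 SD under the median of all tested compounds, cut at about 3.7% in these data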;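 also: PTEN knockout HCT116 line with beta catenin targeted HCT116 as companion control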
# GALR2 blocker – GALR2 (human) receptor antagonism | AID 828 | GALR2-expressing cells, antagonist mode | O43603 | inhibition, % at 4 µM | 140,000 tested, 0.39% active; in the data active = inhibition above about 27%;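 also: cells stimulated with galanin 1-16 at roughly its EC80; 0% = agonist challenge control and 100% = basal control without agonist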
# Target sequence (O43603 whole entry, looked up): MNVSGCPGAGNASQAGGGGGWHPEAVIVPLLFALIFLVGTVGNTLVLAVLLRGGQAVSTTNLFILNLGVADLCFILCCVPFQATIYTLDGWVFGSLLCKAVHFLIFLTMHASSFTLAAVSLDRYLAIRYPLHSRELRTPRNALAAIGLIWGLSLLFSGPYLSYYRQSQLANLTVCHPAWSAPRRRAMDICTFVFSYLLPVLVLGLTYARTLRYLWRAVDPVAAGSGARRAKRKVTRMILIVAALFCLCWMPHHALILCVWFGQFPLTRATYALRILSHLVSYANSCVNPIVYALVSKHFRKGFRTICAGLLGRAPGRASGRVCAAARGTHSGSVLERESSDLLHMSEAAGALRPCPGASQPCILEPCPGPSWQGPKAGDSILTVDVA
# Yeast lifespan up – yeast lifespan extension | S. cerevisiae growth with nicotinamide, OD615; deaD strain in restrictive glucose medium | inhibition of the nicotinamide effect, % at 10 µM | 130,000 tested, 0.68% active | AID 775;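 active = inhibition above a set limit, placed 3 SD over the median of all compounds, cut at about 26% in these data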;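 also: 0% = nicotinamide-treated wells and 100% = cells grown without nicotinamide; some compounds called inactive have numbers as strong as hits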
#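 Test system: DeaD-strain S. cerevisiae / Buffer or medium: restrictive glucose medium / Also added: nicotinamide 1.5 mM / Doses: one concentration, 10 µM, DMSO 0.25% / Schedule: 48 h at 30 °C / Signal: OD615 measurement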
# HCT116 bCat-KO – beta-catenin-lacking colon tumor cell growth suppression | HCT116 beta-catenin knockout viability, CellTiter-Glo, 60 h; active compounds read low | viability, % at 10 µM | 140,000 tested, 1.5% active | AID 818;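 active = viability at or under a set limit, the compound median less 4 SD, cut at about 6% in these data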;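 also: 0% = Hyamine 1622 control at 20 µM and 100% = untreated cell control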
# Measles CPE – protection of cells from measles virus. Measles virus-infected cells, CPE protection, absorbance. protection (pct of control), % at 4 µM. 140,000 tested, 1.5% active. AID 841; in the data active = protection mostly above about 24%, no sharp cut-off; inactive = mostly below about 26%; also: some compounds called inactive have numbers as strong as hits
# * hit, by the source's call; . = no result given.
SMILES,Phagocytosis inh,NPY-Y2 antag,Yeast growth inh,E-sel TNF inh,MRP-1 activ,HCT116 PTEN-null,GALR2 blocker,Yeast lifespan up,HCT116 bCat-KO,Measles CPE
CCOc1ccc(CC(=O)C2C(=O)CCCC2=O)cc1OCC,.,12,11,.,1.3,92,4,-11,105,4
O=C(COC(=O)c1cccnc1)Nc1ccc(F)cc1,-3,2,-18,.,-2.1,110,1,-12,87,7
O=C(NC1CCCCC1)C(c1ccc(F)cc1)N(CCc1ccccc1)C(=O)CN1C(=O)c2ccccc2S1(=O)=O (stereo not given),-5,1,-55,.,-4.6,60,3,8,38,0
Cc1ccccc1-n1c(-c2csc3ccccc23)n[nH]c1=S,-1,4,-11,.,-3.4,98,15,9,90,11
c1ccc(-c2n[nH]nc2-c2ccccc2)cc1,-2,3,-50,16,2.6,98,4,-16,91,12
CCc1ccccc1NC(=O)CSc1n[nH]c(C)c1[N+](=O)[O-],.,2,-21,17,-2.7,95,-10,-5,89,10
CC(C(=O)O)N1C(=O)/C(=C/C=C/c2ccco2)SC1=S (stereo not given),.,3,-8,-12,-0.5,77,-18,-29,87,15
COc1ccc(N2CCC(CNC(=S)Nc3cccc(C)c3)C2)cc1 (stereo not given),-9,4,-9,0,-3.3,97,1,-4,88,2
COc1ccc(C(=O)NCc2c(CC(C)C)oc(C)c2C(=O)O)cc1,0,6,-22,5,-3.2,92,-4,-17,83,24
O=C(NCc1ccccn1)c1cc(-c2ccc(Br)cc2)nc2ccccc12,0,4,-43,0,-1.7,72,-2,0,81,8
CCC(C)Sc1nc2c(c(=O)n1C)SC(C)C2 (stereo not given),-2,8,-37,-20,0.5,89,6,-5,95,7
Cc1[nH]c(=O)[nH]c(=O)c1S(=O)(=O)N(C)Cc1ccccc1,2,1,-24,5,-1.0,96,-2,-4,92,5
COC(=O)c1c(NS(C)(=O)=O)sc2c1CCCC2,.,4,-55,9,0.7,100,8,10,94,2
O=C(O)c1cccc(-n2cccc2/C=C2\SC(=O)N(Cc3ccccc3F)C2=O)c1,3,11,-48,2,0.2,95,-1,-3,98,8
COc1cc(/C=C(/C#N)c2nc3ccccc3[nH]2)ccc1OC(=O)c1ccco1,-1,2,-39,28,-2.6,85,8,3,77,21
CC1CCC(NC(=O)c2ccc(S(C)(=O)=O)cc2)CC1 (stereo not given),.,-1,5,.,0.1,99,-6,-1,100,5
O=C1C(=Cc2cccn2-c2ccc(O)cc2)C(=O)c2ccccc21,.,-1,-9,5,-2.5,81,-3,-22,71,8
CCOc1cc(C)c(Cl)cc1S(=O)(=O)NC1CC(C)(C)NC(C)(C)C1,-1,4,-12,-28,-1.1,99,12,1,80,27
O=C1CC(c2ccccc2F)c2cc3c(cc2N1)CCC3 (stereo not given),.,2,-46,-32,-3.6,14,-7,2,15,19
CCN(CC)c1ccc(NC(=O)CC2Oc3ccccc3NC2=O)c(C)c1 (stereo not given),0,1,-3,-16,-1.5,65,1,-9,71,28
CCCCC(=O)O[C@]1(C(=O)CO)CC[C@H]2[C@@H]3CCC4=CC(=O)CC[C@]4(C)[C@H]3[C@@H](O)C[C@@]21C,.,3,-33,.,1.3,105,2,2,91,13
O=C(NC1CCCCC1)N1CCCC1,.,-1,-7,2,-0.6,88,0,.,94,3
Cc1cc(Nc2ccc(F)cc2C)n2ncnc2n1,0,3,2,-1,-0.1,80,7,-10,79,10
O=c1cc(CO)oc(CN2CCCC2)c1O,-4,1,-25,22,0.9,105,-1,-2,106,3
CCCCCC(=O)Nc1ccc(S(=O)(=O)Nc2nccnc2OC)cc1,.,0,1,.,0.8,91,-11,-6,84,14
COc1ccc(-c2nnc(SCC(=O)c3cc(C)n(Cc4cccs4)c3C)o2)cc1,1,1,-38,7,-1.9,102,-9,-1,92,7
CC1CN(Cc2ccccc2)c2ccccc2NC1=S (stereo not given),7,-1,-48,.,0.6,82,9,10,80,4
Cc1ccc(S(=O)(=O)N2C(=O)C(c3ccccc3)SC2=Nc2ccccc2)cc1 (stereo not given),-1,5,-49,.,-1.1,82,-12,-17,86,2
CN(c1ccccc1C(=O)NCc1ccco1)S(C)(=O)=O,3,-1,-25,-3,-0.4,87,-8,-15,79,11
CCCCNC(=O)CSc1nnc(-c2ccc(S(=O)(=O)N3CCCC3)cc2)n1C,.,1,-2,11,-2.5,89,-8,.,81,6
CCN1CCn2c3c(c4cc(C)ccc42)CCCC31 (stereo not given),0,5,-9,-55,-0.3,48,2,-13,51,4
c1csc(-c2nn3c(Cn4nnc5ccccc54)nnc3s2)c1,1,0,-22,3,-1.1,102,-3,-9,105,14
C/C(=N\NC(=O)C(O)(c1ccccc1)c1ccccc1)c1ccc(C)o1,-4,1,-21,1,-2.0,10,2,0,18,4
O=C(c1ccc2c(c1)OCO2)N1CCN(c2ccc(Cl)cc2)CC1,0,2,-21,.,-2.4,99,-7,26,99,26
Cc1ccc(C)c(C(C)NC(=O)c2ccccc2Br)c1 (stereo not given),-2,3,-6,.,-0.6,87,12,12,96,15
Cc1cc(Br)ccc1OCC(=O)NNC(=O)c1cnccn1,-5,1,-1,.,0.8,32,-4,-5,32,37*
COc1ccccc1OCCC(=O)OCCN1C(=O)c2ccccc2C1=O,-1,0,-21,30,-1.9,98,2,-18,98,10
COc1cc(CNc2ccc3[nH]c(=O)[nH]c3c2)cc(Cl)c1OCC(=O)NC(C)(C)C,2,0,-35,-14,-3.4,98,-10,-5,94,13
O=C(CSc1nc(-c2ccc(F)cc2)cs1)N1CCN(C(=O)c2ccco2)CC1,-1,7,-27,-18,0.2,92,-2,-4,79,15
CN1C/C(=C/c2ccsc2)C(=O)/C(=C/c2ccsc2)C1,2,3,-3,-10,-5.2,3.1*,6,1,3.5*,6
Cc1cccc(-n2c(-c3ccco3)nc3nc4ccccc4nc32)c1,0,-1,-33,.,-1.2,96,9,-6,91,13
COc1ccc(/C=C/C(=O)Nc2cccc(N3CCOCC3)c2)cc1OC,-4,3,-42,5,-0.3,99,4,-2,99,4
COc1ccc2c(c1)-c1nc(/N=C/c3cccc(OC)c3O)sc1CC2,-6,1,18,-8,-1.8,89,9,-9,84,6
CCC(C)N1C(=O)CCC1C(=O)NCc1ccc2c(c1)OCO2 (stereo not given),-1,4,17,-9,-2.1,98,-7,5,93,3
Cn1c(N)c(C(=O)COC(=O)c2cc(C3CC3)nc3ccccc23)c(=O)n(Cc2ccccc2)c1=O,.,-1,-32,-19,5.3*,86,-6,16,79,15
Cc1ccc(S(=O)(=O)NC(c2ccccc2)C(C)C(=O)n2nc(C)cc2C)cc1 (stereo not given),2,2,-24,-36,-1.3,93,-12,-3,93,4
CC(C)CNC(=O)C1CCCN(S(=O)(=O)c2ccc(-n3cnnn3)cc2)C1 (stereo not given),0,0,-48,-13,-3.0,86,-3,-13,87,4
O=C(NCc1ccco1)C(c1ccco1)N(Cc1cccs1)C(=O)Cn1nnc2ccccc21 (stereo not given),.,3,-46,-27,-1.5,87,2,.,90,3
CCOc1ccc(N2C(=O)C3C(C2=O)C3(c2ccccc2)c2ccccc2)cc1 (stereo not given),-4,1,-49,-1,-0.5,77,0,2,85,4
O=[N+]([O-])c1cccc(S(=O)(=O)c2ccc(N3CCCCC3)c([N+](=O)[O-])c2)c1,.,-4,2,.,-2.5,54,0,0,51,33
CCC(C)NC(=O)c1ccc(N2CCC3(CC2)OCCO3)c([N+](=O)[O-])c1 (stereo not given),-6,3,-1,-9,-0.2,100,-6,3,104,14
CCOc1ccc(C(=O)NCCn2cc(SCC(=O)Nc3cc(C)on3)c3ccccc32)cc1,-2,-1,-34,.,-1.7,81,3,-1,81,3
NC(=O)c1nn(-c2ccccc2)nc1NC(=O)CN1CCCCC1,1,0,-51,3,-2.3,90,4,-2,88,4
N#C/C(Cn1c[n+](NC(=O)Nc2ccccc2)cn1)=N/O,-1,2,-50,-3,-0.5,108,2,-4,97,8
CC1CN(CC(O)COc2ccccc2C(C)(C)C)CC(C)O1 (stereo not given),0,1,-9,-2,-0.6,74,3,-8,70,13
O=C(NNS(=O)(=O)c1ccccc1C(F)(F)F)c1cccc(S(=O)(=O)Nc2ccccc2Cl)c1,-6,3,-20,6,1.7,100,8,-4,93,7

# Record cards, as listed above:
# `CCOc1ccc(N2C(=O)C3C(C2=O)C3(c2ccccc2)c2ccccc2)cc1` (stereo not given) is listed with Phagocytosis inh = -4; NPY-Y2 antag = 1; Yeast growth inh = -49; E-sel TNF inh = -1; MRP-1 activ = -0.5; HCT116 PTEN-null = 77; GALR2 blocker = 0; Yeast lifespan up = 2; HCT116 bCat-KO = 85; Measles CPE = 4
# `Cc1cccc(-n2c(-c3ccco3)nc3nc4ccccc4nc32)c1` is listed with Phagocytosis inh = 0; NPY-Y2 antag = -1; Yeast growth inh = -33; E-sel TNF inh = .; MRP-1 activ = -1.2; HCT116 PTEN-null = 96; GALR2 blocker = 9; Yeast lifespan up = -6; HCT116 bCat-KO = 91; Measles CPE = 13

# Structural class, those above with an aryl methoxy group (9)
SMILES,Phagocytosis inh,NPY-Y2 antag,Yeast growth inh,E-sel TNF inh,MRP-1 activ,HCT116 PTEN-null,GALR2 blocker,Yeast lifespan up,HCT116 bCat-KO,Measles CPE
COc1ccc(N2CCC(CNC(=S)Nc3cccc(C)c3)C2)cc1 (stereo not given),-9,4,-9,0,-3.3,97,1,-4,88,2
COc1ccc(C(=O)NCc2c(CC(C)C)oc(C)c2C(=O)O)cc1,0,6,-22,5,-3.2,92,-4,-17,83,24
COc1cc(/C=C(/C#N)c2nc3ccccc3[nH]2)ccc1OC(=O)c1ccco1,-1,2,-39,28,-2.6,85,8,3,77,21
CCCCCC(=O)Nc1ccc(S(=O)(=O)Nc2nccnc2OC)cc1,.,0,1,.,0.8,91,-11,-6,84,14
COc1ccc(-c2nnc(SCC(=O)c3cc(C)n(Cc4cccs4)c3C)o2)cc1,1,1,-38,7,-1.9,102,-9,-1,92,7
COc1ccccc1OCCC(=O)OCCN1C(=O)c2ccccc2C1=O,-1,0,-21,30,-1.9,98,2,-18,98,10
COc1cc(CNc2ccc3[nH]c(=O)[nH]c3c2)cc(Cl)c1OCC(=O)NC(C)(C)C,2,0,-35,-14,-3.4,98,-10,-5,94,13
COc1ccc(/C=C/C(=O)Nc2cccc(N3CCOCC3)c2)cc1OC,-4,3,-42,5,-0.3,99,4,-2,99,4
COc1ccc2c(c1)-c1nc(/N=C/c3cccc(OC)c3O)sc1CC2,-6,1,18,-8,-1.8,89,9,-9,84,6

# Source: PubChem BioAssay
